CHRM5 antagonist – human M5 muscarinic receptor antagonists, primary screen, CHO cells, Fluo-8 calcium fluorescence | AID 624040, 2012 | inhibition, % at 3 µM | CHO-hM5 cells, ACh EC80 | actives 0.59% (n = 360,000) | Muscarinic acetylcholine receptor M5 (Homo sapiens), P08912;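 active = inhibition above a per-plate cutoff, the mean of that plate's test compounds plus 3 SD, cut at about 27% in these data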;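 note: 0% = acetylcholine EC80 with DMSO and 100% = DMSO without agonist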
Target sequence (P08912 whole entry, looked up): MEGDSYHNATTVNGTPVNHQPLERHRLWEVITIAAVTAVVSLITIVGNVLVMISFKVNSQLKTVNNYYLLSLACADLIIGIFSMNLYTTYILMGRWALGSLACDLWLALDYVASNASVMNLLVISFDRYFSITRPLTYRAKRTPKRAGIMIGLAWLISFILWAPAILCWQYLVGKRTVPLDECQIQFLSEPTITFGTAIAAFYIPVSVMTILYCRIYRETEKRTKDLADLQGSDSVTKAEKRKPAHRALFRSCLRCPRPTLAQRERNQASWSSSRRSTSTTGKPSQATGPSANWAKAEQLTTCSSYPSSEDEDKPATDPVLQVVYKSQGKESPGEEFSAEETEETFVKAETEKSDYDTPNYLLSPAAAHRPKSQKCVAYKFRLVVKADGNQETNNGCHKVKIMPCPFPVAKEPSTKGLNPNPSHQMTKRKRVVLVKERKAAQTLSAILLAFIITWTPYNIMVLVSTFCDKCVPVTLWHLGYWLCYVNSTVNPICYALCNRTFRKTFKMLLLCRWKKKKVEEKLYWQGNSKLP
M4 PAM – human M4 muscarinic receptor positive allosteric modulators, primary screen, CHO-K1 cells, Fluo-8 calcium fluorescence | CHO-K1 hM4/Gqi5, ACh EC20; 0% = ACh EC20, 100% = maximal ACh | AID 624126, 2012 | Muscarinic acetylcholine receptor M4 (Homo sapiens), P08173 | actives 0.4% (n = 360,000) | activation, % at 3 µM;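 active = activation above its plate's cutoff, the mean activation of sample wells plus 3 SD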; note: some results filed as inactive read as strong as hits
CHRM4 antagonist – human M4 muscarinic receptor antagonists, primary screen, CHO cells, Fluo-8 calcium fluorescence; AID 624125, 2012; CHO-hM4 cells, ACh EC80; actives 0.73% (n = 360,000); Muscarinic acetylcholine receptor M4 (Homo sapiens), P08173; inhibition, % at 3 µM;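 active = inhibition above its plate's cutoff, the mean inhibition of sample wells plus 3 SD, cut at about 27% in these data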;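 note: 0% = acetylcholine EC80 with DMSO and 100% = DMSO without agonist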
CRFBP-R2 block – antagonists of CRF-BP/CRF-R2 complex, primary screen, cell-based, HEK293, calcium dye fluorescence, uHTS; actives 0.59% (n = 350,000); inhibition, % at 11.8 µM; AID 588475, 2011; CRF-induced calcium fluorescence;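 active = inhibition of the ligand-induced calcium signal above about 50% at the single tested concentration, limit read from the data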
CHRM5 PAM – human M5 muscarinic receptor positive allosteric modulators, primary screen, CHO-K1 cells, Fluo-8 calcium fluorescence; Muscarinic acetylcholine receptor M5 (Homo sapiens), P08912; CHO-K1 hM5, ACh EC20 PAM; 0% = ACh EC20, 100% = ACh EC100; activation, % at 3 µM; actives 0.3% (n = 360,000); AID 624038, 2012;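 active = activation above the run cutoff, the mean activation of all test compounds plus 3 SD, cut at about 18% in these data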
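Test system: CHO-K1 hM5 cells / Doses: single-point, 3 µM nominal / Times: Post-acetylcholine fluorescence recording 140 s / Technique: Fluo-8 calcium fluorescence / Measure: Max/basal fluorescence ratio as % of EC20–EC100 ACh window / Benchmarks: low control EC20 acetylcholine (0%), high control EC100 acetylcholine (100%) / Replicates: one well per compound, no replicates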
M5 ag – human M5 muscarinic receptor agonists, primary screen, CHO-K1 cells, Fluo-8 calcium fluorescence; AID 624037, 2012; activation, % at 3 µM; Muscarinic acetylcholine receptor M5 (Homo sapiens), P08912; actives 0.19% (n = 360,000); CHO-K1 hM5 cells; 0% DMSO wells, 100% maximal acetylcholine response;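 active = activation above the run's mean over test compounds plus 3 SD, cut at about 23% in these data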;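 note: signal is peak over basal fluorescence ratio across the kinetic read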
CHRM4 agonist – human M4 muscarinic receptor agonists, primary screen, CHO-K1 cells, Fluo-8 calcium fluorescence; CHO-K1 hM4/Gqi5; vehicle 0%, full acetylcholine response 100%; activation, % at 3 µM; actives 0.14% (n = 360,000); AID 624127, 2012;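 active = activation above the run mean over all test wells plus 3 SD, cut at about 32% in these data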;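 note: peak over basal fluorescence ratio per well then scaled between controls; 0% = DMSO wells and 100% = acetylcholine at EC100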
CRFR2-BP ag – agonists of CRF-BP/CRF-R2 complex, primary screen, cell-based, HEK293, calcium dye fluorescence, uHTS. CRF-binding protein / CRF receptor 2 complex (human). calcium dye fluorescence (FLIPR); percent of saturating CRF peptide response. activation, % at 13.2 µM. actives 0.46% (n = 350,000);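 active = activation of at least 50%, plus an integration ratio under a set limit after plate pattern correction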;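 note: plate controls were neutral control wells without compound for no effect and CRF at EC100 for full effect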
IDE inh – human IDE inhibitors in live cells, primary screen, fluorescence polarization, HEK cells, FAbetaB substrate. actives 0.41% (n = 320,000). FAbetaB cleavage. AID 434962, 2010. inhibition, % at 5.59 µM. Insulin-degrading enzyme (Homo sapiens), P14735;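 active = percent inhibition above the average of all tested compounds plus 3 SD, set per screening campaign, cut at about 16% in these data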;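 note: IDE supplied by intact live HEK cells; FP after avidin binding of uncleaved biotin substrate so inhibition keeps polarization high; 0% = DMSO wells and 100% = 60 µM reference IDE inhibitor Ii1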
Starred values were filed as active, the others as inactive; x = not tested or not shown. Not a hit list. About 2.9% of those tested had a hit in this group.

SMILES	CHRM5 antagonist	M4 PAM	CHRM4 antagonist	CRFBP-R2 block	CHRM5 PAM	M5 ag	CHRM4 agonist	CRFR2-BP ag	IDE inh
CC(C)(C)OC(=O)N1CCN(C(=O)c2cccnc2Cl)CC1	4	-2	-5	10	4	-2	1	-0.3	0
Nc1nc(SCc2ccc(Cl)cc2)[nH]c(=O)c1-c1ccccc1	-5	2	2	9	-7	12	10	-1.7	6
CC(C)C(=O)OCc1cn(-c2ccc(Cl)c(Cl)c2)nn1	-5	7	-5	9	-5	-2	1	-1.3	0
O=C(O)/C(=C\c1ccccc1)c1ccccc1	-4	22	-5	6	3	2	0	-1.1	1
Nc1ccc(-c2nc3ccc(-c4nc5ccccc5o4)cc3[nH]2)cc1	6	-11	7	-13	-6	-1	9	4.4	8
O=C(NNC(=O)c1csc(N2CCOCC2)n1)c1ccc(=O)[nH]c1	10	-3	4	-2	-1	0	1	1.0	-1
C[C@@H]1CCCCO[C@@H](CN(C)Cc2ccncc2)[C@@H](C)CN([C@H](C)CO)C(=O)c2cc(NC(=O)c3ccccc3)ccc2O1	5	-5	-2	0	-3	0	0	2.3	x
CCNC1=C(Cl)C(=O)c2ccccc2C1=O	-1	0	12	9	-8	-5	-1	-1.9	-1
CC(=O)C(=Nc1ccc(Cl)cc1Cl)NNc1cccc(Cl)c1	3	-7	24	-21	-2	-2	-2	1.3	2
CN1CCN(c2ccc(CNC(=O)c3ccc4c(c3)OCCO4)cc2)CC1	1	-14	8	-10	0	5	0	3.9	0
N#Cc1c(N)sc(=S)c2c1CCCCC2	-7	-1	-3	7	4	-1	1	35	-2
O=C(NC1=NCCS1)c1ccccc1F	2	-6	10	9	1	-1	1	-2.0	0
CC(C)C(c1nnnn1Cc1ccc(F)cc1)N1CCN(Cc2ccc3c(c2)OCO3)CC1 (stereo unspecified)	5	-5	-6	21	0	-4	2	-1.8	6
O=C(CCNS(=O)(=O)c1ccccc1C(F)(F)F)NCCCSc1ccccc1	8	0	-10	-25	-14	-2	5	-4.7	-1
COc1cccc(N2CCN(c3cnc4ccccc4n3)CC2)c1	3	-7	3	-18	-7	2	12	-1.5	8
O=C(Nc1ncn[nH]1)c1ccc(Cl)cc1Cl	10	5	-2	-3	1	2	3	-0.5	6
CCOC(=O)N1CCC(Nc2nc3ccccc3n3nnnc23)CC1	-1	16	2	-14	4	0	5	1.6	-1
O=C1CN(C(=O)N[C@@H](Cc2ccccc2)C(=O)N[C@H](C(=O)O)c2ccccc2)c2ccccc2N1	6	6	-8	-7	1	-3	2	-1.5	2
Fc1ccc(C2c3[nH]c4ccccc4c3CCN2CCCn2cccn2)cc1 (stereo unspecified)	-5	-39	4	-1	-2	-15	4	-0.1	0
O=C(Nc1cccnc1Cl)C1CCCN(c2ncnc3c2nc2n3CCCCC2)C1 (stereo unspecified)	-15	18*	-35	-5	4	-5	3	0.7	6

For convenience, 11 of the compounds above:
SMILES	CHRM5 antagonist	M4 PAM	CHRM4 antagonist	CRFBP-R2 block	CHRM5 PAM	M5 ag	CHRM4 agonist	CRFR2-BP ag	IDE inh
CN1CCN(c2ccc(CNC(=O)c3ccc4c(c3)OCCO4)cc2)CC1	1	-14	8	-10	0	5	0	3.9	0
N#Cc1c(N)sc(=S)c2c1CCCCC2	-7	-1	-3	7	4	-1	1	35	-2
O=C(NC1=NCCS1)c1ccccc1F	2	-6	10	9	1	-1	1	-2.0	0
CC(C)C(c1nnnn1Cc1ccc(F)cc1)N1CCN(Cc2ccc3c(c2)OCO3)CC1 (stereo unspecified)	5	-5	-6	21	0	-4	2	-1.8	6
O=C(CCNS(=O)(=O)c1ccccc1C(F)(F)F)NCCCSc1ccccc1	8	0	-10	-25	-14	-2	5	-4.7	-1
COc1cccc(N2CCN(c3cnc4ccccc4n3)CC2)c1	3	-7	3	-18	-7	2	12	-1.5	8
O=C(Nc1ncn[nH]1)c1ccc(Cl)cc1Cl	10	5	-2	-3	1	2	3	-0.5	6
CCOC(=O)N1CCC(Nc2nc3ccccc3n3nnnc23)CC1	-1	16	2	-14	4	0	5	1.6	-1
O=C1CN(C(=O)N[C@@H](Cc2ccccc2)C(=O)N[C@H](C(=O)O)c2ccccc2)c2ccccc2N1	6	6	-8	-7	1	-3	2	-1.5	2
Fc1ccc(C2c3[nH]c4ccccc4c3CCN2CCCn2cccn2)cc1 (stereo unspecified)	-5	-39	4	-1	-2	-15	4	-0.1	0
O=C(Nc1cccnc1Cl)C1CCCN(c2ncnc3c2nc2n3CCCCC2)C1 (stereo unspecified)	-15	18*	-35	-5	4	-5	3	0.7	6

The list goes on.
SMILES	CHRM5 antagonist	M4 PAM	CHRM4 antagonist	CRFBP-R2 block	CHRM5 PAM	M5 ag	CHRM4 agonist	CRFR2-BP ag	IDE inh
CCCN1C(=O)c2cc(C(=O)NCc3ccc(OC)cc3)ccc2C1O (stereo unspecified)	-1	-2	6	12	0	3	1	3.2	1
NS(=O)(=O)c1ccc(NC(=O)c2cccc3cc4ccccc4nc23)cc1	12	-1	-3	3	-6	-6	2	1.4	x
CC(=O)Nc1nc(C)c(CCC2OCCO2)c(=O)[nH]1	14	3	-2	-5	0	-2	-1	0.0	9
OCCC1CN(Cc2cnc(N3CCOCC3)s2)CCN1C1CCCC1 (stereo unspecified)	-6	-18	0	1	3	0	0	-0.2	-7
COc1ccc(C2N3CC4(C)CN2CC(C)(C3)C4O)cc1 (stereo unspecified)	2	3	-2	-21	0	2	-1	0.0	1
COc1ccccc1N1CCN(C(=O)c2ccc(C(C)(C)C)cc2)CC1	7	2	5	-30	-9	-3	4	1.8	3
C/C(Cn1cnc([N+](=O)[O-])n1)=N\NC(=O)c1ccccc1F	1	0	6	-4	0	-6	1	4.7	7
O=C(CSc1ccc2nnc(-c3ccccc3)n2n1)NCC1CCCO1 (stereo unspecified)	13	0	7	6	-9	-1	-1	0.1	-8
CN(CC(=O)N1CCCCC1)S(=O)(=O)c1cccc2cccnc12	-1	2	-9	13	-5	1	2	1.0	5
COC(=O)c1cccnc1NC(=S)NNC(=O)c1ccccc1	0	21	-1	-3	-1	-1	1	-0.6	-10
CCC1(c2ccc(F)cc2)NC(=O)N(CC(=O)Nc2ccc(-c3nc4ccc(C)cc4s3)cc2)C1=O (stereo unspecified)	5	-14	20	-5	-4	1	2	-0.4	7
O=C1OC(c2ccccc2)(c2cc(Br)ccc2O)c2ccccc21 (stereo unspecified)	4	-9	11	-10	-7	2	8	-0.9	x
Cc1ccc(NC(=O)CCNS(=O)(=O)c2ccc3c(c2)oc(=O)n3C)cc1	-1	8	3	-8	2	1	6	4.7	3
CC(C)c1ccc(NC(=O)CNC(=O)Cn2cnc3ccccc3c2=O)cc1	10	0	-6	3	-6	1	1	-1.7	-9
c1ccc(N2CCN(c3cnccn3)CC2)nc1	-8	9	6	-2	-1	0	0	-0.2	3
COc1ccc(Br)cc1CNCC1CCCO1 (stereo unspecified)	8	-4	3	-3	-6	-7	0	0.9	4
CC(C)(C)NC(=O)C(c1ccc(F)cc1)N(CC1CCCO1)C(=O)CCC(=O)Nc1ccccn1 (stereo unspecified)	4	-2	-4	1	-6	-3	-1	1.5	2
O=C(CCNS(=O)(=O)c1cccs1)NC1CCN(Cc2ccccc2)CC1	3	0	1	-17	-7	-6	0	1.2	3
O=C(NCC(O)c1ccc([N+](=O)[O-])cc1)c1cccc(S(=O)(=O)N2CCOCC2)c1 (stereo unspecified)	2	-2	-2	8	1	-4	1	-0.2	7
CCC1(C(=O)c2ccccc2)C(c2cccc([N+](=O)[O-])c2)C1(C(=O)OC)C(=O)OC (stereo unspecified)	10	-10	7	39	-10	-5	3	-2.1	4
O=C(CCNS(=O)(=O)c1ccc(OC(F)(F)F)cc1)N1CCN(C/C=C/c2ccccc2)CC1	21	-7	1	-12	-12	-1	13	-0.3	-1
Oc1ccc(C[C@@H]2CNCCN2CCCCC2CCCCC2)cc1	9	11	15	-2	3	3	5	-0.7	5
CCOC(=O)c1ccc(NC(=O)CC2C(=O)OCCN2CC)cc1 (stereo unspecified)	4	8	1	1	-4	0	0	-0.8	3
O=C(O)c1ccccc1NC1CCCCC1NS(=O)(=O)c1ccccc1 (stereo unspecified)	-12	6	8	-11	3	-3	0	0.3	x
Cc1ccc(S(=O)(=O)CCNC(=O)Cc2ccccc2)cc1	-13	2	-5	1	-5	3	1	0.1	-6
Nc1ccc(C(=O)OCCc2ccccc2)cc1	13	-1	-7	-11	7	1	1	-1.7	-3
